Screening data from PubChem.
Giardia FBPA inh: blocks Giardia fructose-bisphosphate aldolase activity; A8B2U2; purified Giardia FBPA; Potency, µM (top dose mostly 59.6 µM), for inactives: at the top dose activity, negative = inhibition, hits mostly inhibitors; hit rate 0.71% among 290,000; AID 2451; further: potency means the concentration at half of the fitted maximal effect; nearly all actives have a fitted effect of over 55% in size
Target sequence (A8B2U2 whole entry, looked up): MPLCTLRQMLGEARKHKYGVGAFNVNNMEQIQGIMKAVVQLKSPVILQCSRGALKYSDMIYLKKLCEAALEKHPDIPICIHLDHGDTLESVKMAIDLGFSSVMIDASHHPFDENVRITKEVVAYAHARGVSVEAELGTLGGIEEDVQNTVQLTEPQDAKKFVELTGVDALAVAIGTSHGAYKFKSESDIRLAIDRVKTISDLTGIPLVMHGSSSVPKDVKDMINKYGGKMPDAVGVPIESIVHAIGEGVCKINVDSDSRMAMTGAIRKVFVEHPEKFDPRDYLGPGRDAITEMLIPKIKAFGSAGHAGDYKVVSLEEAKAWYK
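40 nM FBPA preincubated 10 min at RT with compound (up to 57.5 uM final), then substrate plus GAPDH/TPI/NAD/arsenate coupling and diaphorase/resazurin added. Fluorescence read after 20 min at RT, 525/598 nm.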
AMA1 RON2 block: AMA1-RON2 (P. falciparum) interaction inhibition; AID 720542; Potency, µM (doses to about 58.2 µM), inactives show top-dose activity change, negative = inhibition, most hits filed as inhibitors; AlphaScreen AMA1-biotinylated RON2 peptide binding; hit rate 0.2% among 360,000;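 further: potency means the concentration at half of the fitted maximal effect; 0% = vehicle wells and -100% = peptide control; nearly all actives have a fitted effect of over 45% in size; some results filed as inactive show a strong effect at the top dose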
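AMA1 (3D7) with his tag at 25 nM final met compounds first, then biotinylated RON2 peptide at 25 nM; detection used donor plus acceptor beads, 10 µg/mL apiece, read by AlphaScreen after 30 min at room temperature.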
AmpC inh detg: blocks E. coli AmpC beta-lactamase in detergent assay; P00811; AmpC hydrolysis of nitrocefin, absorbance 480 nm, 0.01% Triton; Potency, µM (series often up to 114 µM), for the others: at the top dose activity change, negative = inhibition, most hits filed as inhibitors; hit rate 0.041% among 370,000; AID 485294;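 further: potency means the concentration at half of the fitted maximal effect; 0% = no-compound wells and -100% = no-enzyme wells; nearly all actives have a fitted effect of over 25% in size; some results filed as inactive show a strong effect at the top dose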
Target sequence (P00811 whole entry, looked up): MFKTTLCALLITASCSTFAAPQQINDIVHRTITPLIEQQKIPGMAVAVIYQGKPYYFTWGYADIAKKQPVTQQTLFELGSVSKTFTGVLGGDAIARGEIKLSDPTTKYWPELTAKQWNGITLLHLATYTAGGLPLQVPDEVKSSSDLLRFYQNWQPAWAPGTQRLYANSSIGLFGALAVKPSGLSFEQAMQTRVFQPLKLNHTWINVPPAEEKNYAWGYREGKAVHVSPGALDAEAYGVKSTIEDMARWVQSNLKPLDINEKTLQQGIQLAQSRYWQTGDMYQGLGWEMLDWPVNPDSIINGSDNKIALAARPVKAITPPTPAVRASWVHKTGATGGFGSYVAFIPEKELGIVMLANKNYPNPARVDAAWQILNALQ
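AmpC (5.3 nM in the dispensed reagent) in 20 mM phosphate pH 7.0 with 0.01% (detergent screen) or 0.0001% Triton X-100 was preincubated with compounds for 15 min at room temperature. Nitrocefin was then added from an 800 uM solution, and hydrolysis was followed at 480 nm.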
HCMV antiviral: blocks human cytomegalovirus replication. activity change, negative = inhibition, % at 57.5 µM. hit rate 4.5% among 410,000. HFF cells, HCMV-luciferase reporter, 72 h; stronger effect = lower value; in the data active means activity change below about -60%; inconclusive means no clear call, values can overlap the other calls; inactive means above about -39%
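Screen run at 2 compound doses on HFFs infected with reporter HCMV, MOI 1 PFU/cell. Luciferase activity from cell lysates at 72 h post infection gave inhibition relative to buffer-only and Salinomycin wells.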
HCV inhibitor: blocks hepatitis C virus. Huh7.5.1 HCVcc-Cre infection, luciferase reporter, 44 h. Potency, µM (series often up to 41.8 µM), for the others: top-dose activity change, negative = inhibition, usual class: inhibitors. hit rate 3.4% among 340,000; further: potency means the concentration at half of the fitted maximal effect
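Cells (1,000/well) were plated 4 h before compound, then infected with HCVcc-Cre virus (~0.5 moi). After 44 h further culture, infection was read as luciferase luminescence following a 15 min substrate incubation at room temperature.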
Sm TGR block: blocks Schistosoma mansoni thioredoxin glutathione reductase; hit rate 3% among 360,000; purified TGR, DTNB reduction, TNB absorbance 405 nm; Potency, µM (top dose mostly 114 µM), for the others: top-dose activity change, negative = inhibition, actives largely listed as inhibitors; further: potency means the concentration at half of the fitted maximal effect; nearly all actives have a fitted effect of over 60% in size
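First, TGR (20 nM dispensed) and NADPH were mixed with compound. Second, a 15 min room-temperature incubation followed. Third, further NADPH and then DTNB were added to start the reaction. Finally, TNB absorbance was monitored kinetically.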
Numbers without * were called inactive; ? = inconclusive; / = no result given; & = joins results of further samples; [ ] = another dose, or the depositor's remark. Unless noted, the call rests on the fitted dose curve; in most records, active means well fitted curve in the direction sought with a large enough effect; inconclusive means small, poorly fitted or top-dose-only effect, or another doubt; inactive means no such curve, though single readings can be large; an effect the other way counts as inactive or inconclusive. Unless noted, on the % scale 0 is the no-effect control and ±100 the full control effect.

#1 CCc1ccc(CCC(=O)Nc2ccccc2C(=O)O)o1
#2 COc1cccc(NC(=O)N(Cc2cn(C)c3ccccc23)C2CCCCC2)c1
#3 COc1ccc(Cl)cc1N1C(=NC(=O)C2CCCCC2)SC2CS(=O)(=O)CC21 (configuration not stated)
#4 CC(C)c1cc(-c2n[nH]c(=S)n2Cc2ccccc2)cs1
#5 CC1Cc2cccc3ccc(=O)n(c23)C1 (configuration not stated)
#6 O=C1C2C3C=CC(C3)C2C(=O)N1c1ccccc1OS(=O)(=O)c1ccccc1 (configuration not stated)
#7 Oc1ccc2ccccc2c1CN1CCOCC1
#8 CCc1nc2cc([N+](=O)[O-])c([N+](=O)[O-])cc2[nH]1

compound no.	1	2	3	4	5	6	7	8
HCV inhibitor	35%[activator]	/	6%	18%	7%	23%	-7%	1%
Giardia FBPA inh	0%	/	7%	13%	/	-1%	-24%	-16%
AmpC inh detg	0%	1%	-10%	-10%	/	-10%	9%	-16%
AMA1 RON2 block	-7%	/	5%	59%[activator]	-2%	18%	-9%	12%
Sm TGR block	-20%	?	-24%	-8%	/	-8%	0.45µM*	2%
HCMV antiviral	5	-104*	-35	-9	3	-36	29	-1

#9 CCCC1(C(=O)OCC)NC(c2ccc(O)cc2)C2C(=O)N(c3ccc4c(c3)OCCO4)C(=O)C21 (configuration not stated)
#10 N#C/C(=C\c1ccc(-c2ccc(F)cc2)o1)C(=O)Nc1nc(-c2cccs2)cs1
#11 CC(=NCCC1=CCCCC1)c1c(O)[nH]c(=O)[nH]c1=O
#12 CCC(CO)Oc1cc(NC(=O)c2cccc(C)c2)c2ncn(C(C)C)c2c1 (configuration not stated)
#13 CCOc1ccc(N2C(=O)CCC2=O)cc1
#14 COCCCNC(=O)CCC(=O)N1Cc2cccc(OC)c2Oc2ncccc21
#15 CC12CCC(=O)N1C(C(=O)OCC(=O)Nc1ccc(Cl)c(Cl)c1)CS2 (configuration not stated)
#16 O=C(CNC(=O)c1cccc(F)c1)N/N=C/c1ccc([N+](=O)[O-])s1

compound no.	9	10	11	12	13	14	15	16
HCV inhibitor	16%	?	4%	?	-2%	/	4%	?
Giardia FBPA inh	-1%	?	17%	/	1%	/	-10%	19%
AmpC inh detg	-3%	-11%	-16%	/	?	-1%	?	-12%
AMA1 RON2 block	-1%	-18%	-4%	17%	-2%	/	2%	12%
Sm TGR block	-19%	-11%	2%	/	8%	-3%	5%	?
HCMV antiviral	10	-33	-7	-8	67	1	-16	?

#17 CC(C)(C)c1ccc(OCCCN2CCCC2)cc1
#18 Cc1cccc(CCNC(=O)CC2C(=O)NCCN2Cc2ccccc2C)n1 (configuration not stated)
#19 CCn1cc(CCC(=O)NCc2ccc(C)cc2)c2ccccc21
#20 CCc1ccccc1NC(=O)Cn1c(=O)n(Cc2ccco2)c(=O)c2sc3ccccc3c21
#21 CCCC(C)n1[nH]c(=O)c2c1NC(=O)CSC2c1ccc(OC)c(OC)c1 (configuration not stated)
#22 CCOc1ccc2[nH]c(=O)c(CN(Cc3cccnc3)C(=O)Nc3ccccc3OC)cc2c1
#23 CCCCCc1nnc(NC(=O)OCCC)s1
#24 O=C1CC(Sc2ncccn2)C(=O)N1c1ccccc1 (configuration not stated)

compound no.	17	18	19	20	21	22	23	24
HCV inhibitor	2%	-4%	/	/	1%	6%&-10%	14%	11%
Giardia FBPA inh	-19%	/	/	/	2%	-1%	13%	2%
AmpC inh detg	?	16%	-8%	-1%	?	?	1%	-12%
AMA1 RON2 block	6%	21%	/	/	0%	-6%	0%	3%
Sm TGR block	7%	?	-2%	-12%	-7%	-20%	1%	?
HCMV antiviral	18	46	-17	12	10	8	22	51

#25 Cc1ccc(C)c(S(=O)(=O)NCc2ccc(C(=O)N3CCCCCC3)cc2)c1
#26 O=C(Nc1cccc(-c2nnco2)c1)c1cccs1
#27 Cc1nc2ccccc2c(=O)n1/N=C/c1ccccn1
#28 CC(C)n1nc(C(=O)Nc2cccc(S(=O)(=O)NCc3ccco3)c2)c2ccccc2c1=O
#29 COc1ccc(CNC(=O)C(OC(C)=O)c2ccccn2)cc1 (configuration not stated)
#30 COc1cccc(CNC(=O)Cc2ccc(NC(=O)N3CCCCc4ccccc43)cc2)c1OC
#31 Cc1cc(OCC(=O)Nc2ccccc2C(N)=O)c2c(C)cc(=O)oc2c1
#32 O=C(CSc1nc2ccc(Cl)cc2[nH]1)Nc1ccc2[nH]c(=O)[nH]c2c1

compound no.	25	26	27	28	29	30	31	32
HCV inhibitor	-5%	6%	-5%	?	11%	/	?	10%
Giardia FBPA inh	0%	-8%	11%	-4%	-5%	/	11%	/
AmpC inh detg	?	6%	-10%	4%	-5%	3%	-13%	?
AMA1 RON2 block	-17%	-4%	99%[activator]	5%	30%[activator]	/	6%	13%
Sm TGR block	-10%	14%	-20%	-16%	-1%	25%	1%	5%
HCMV antiviral	?	-13	?	13	56	28	14	-21

#33 CCOC(=O)N1CCN(C(=O)/C(=C/c2cccc3ccccc23)NC(=O)c2ccc(OC)cc2)CC1
#34 O=C(O)c1ccc(C2SCC(=O)N2Cc2ccccc2)cc1 (configuration not stated)
#35 N#Cc1c(C(F)(F)F)cc(-c2cccs2)nc1SCc1cccnc1
#36 COc1ccc(C(=O)/C=C/c2ccccc2)c(O)c1
#37 Cc1cc2nc(CN(C)Cc3c(C(=O)N(C)C)nc4ccc(Cl)cn34)[nH]c2cc1C
#38 S=C(Nc1cccc(Cl)c1)N1CCOCC1
#39 O=C(CSc1cccc[n+]1[O-])Nc1ccc(N2CCOCC2)cc1
#40 O=C(NCc1cccnc1)/C(=C/c1ccc(-c2cccc(Cl)c2)o1)S(=O)(=O)c1ccccc1

compound no.	33	34	35	36	37	38	39	40
HCV inhibitor	?	3%	?	?	2%	-14%	/	28%
Giardia FBPA inh	3%	9%	6%	1%	0%	-7%	-19%	-2%
AmpC inh detg	4%	?	-10%	-9%	3%	2%	-4%	-6%
AMA1 RON2 block	-11%	0%	-8%	-24%	12%	0%	/	14%
Sm TGR block	4%	2%	0%	-14%	-11%	5%	-15%	?
HCMV antiviral	3	-1	-10	-106*	-3	5	-17	-5

#41 CCOC(=O)C1(Cc2cccc(F)c2)CCN(C(=O)c2cnc(C)cn2)CC1
#42 Cc1ccccc1NC(=O)CCS(=O)(=O)c1ccc(Br)s1
#43 CCOC(=O)C1CCN(C(=O)CS(=O)(=O)Cc2nc(-c3ccccc3Cl)oc2C)CC1
#44 CCOc1ccc(-n2cnnn2)cc1S(=O)(=O)N1CCCCC1
#45 CC1CCc2sc(C(=O)NCC3CCCO3)cc2C1 (configuration not stated)
#46 CN(c1cccc(Cl)c1)S(=O)(=O)c1cccc(C(=O)Nc2nc3ccccc3[nH]2)c1
#47 COC(=O)CCC(=O)Nc1cc(OC)c(OC)cc1Cc1nccc2cc(OC)c(OC)cc12
#48 COc1cc(Cl)c(C)cc1NC(=O)CN1C(=O)C2CC=CCC2C1=O (configuration not stated)

compound no.	41	42	43	44	45	46	47	48
HCV inhibitor	0%	14%	-16%	9%	3%	?	4%	-22%
Giardia FBPA inh	-4%	6%	5%	5%	/	13%	3%	/
AmpC inh detg	-4%	-8%	-6%	-13%	-3%	-9%	-9%	/
AMA1 RON2 block	-4%	-4%	22%	-12%	-6%	38%[activator]	2%	6%
Sm TGR block	-5%	-6%	?	-3%	4%	6%	9%	/
HCMV antiviral	?	-38	-9	?	38	-99*	50	2

#49 O=C(O)Cn1nc(N2CCN(c3ccccc3)CC2)ccc1=O
#50 Cc1ccccc1C(=O)NNC(=O)c1ccncc1
#51 COc1ccccc1/C=N/NC(=O)c1nnn(-c2nonc2N)c1-c1ccccc1
#52 COc1ccccc1C(=O)NC(CCSC)C(=O)NCC(c1cccs1)N1CCOCC1 (configuration not stated)
#53 C=CCn1c(=O)c(C(=O)NCc2ccc3c(c2)OCO3)c(O)c2cc(OC)c(OC)cc21
#54 CCOC(=O)C1=C(C)Nc2ncnn2C1c1cccnc1 (configuration not stated)

compound no.	49	50	51	52	53	54
HCV inhibitor	/	0%	-21%	-26%	?	2%
Giardia FBPA inh	/	-5%	/	/	2%	-2%
AmpC inh detg	-1%	-17%	/	-3%	-1%	4%
AMA1 RON2 block	/	7%	5%	-6%	12%	5%
Sm TGR block	?	13%	/	2%	-6%	?
HCMV antiviral	-13	48	0	-11	?	18
